# PAD4 FP inh = blocks human protein arginine deiminase 4. inhibition, % at 6.36 µM. 0.41% of 330,000 active. recombinant PAD4, RCA probe fluorescence polarization;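 active = percent inhibition above a cutoff equal to the mean of all tested compounds plus 3 SD, cut at about 15% in these data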;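 note: 0% = PAD4 with RCA probe and DMSO and 100% = probe without PAD4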
# Target sequence (Q9UM07 whole entry, looked up): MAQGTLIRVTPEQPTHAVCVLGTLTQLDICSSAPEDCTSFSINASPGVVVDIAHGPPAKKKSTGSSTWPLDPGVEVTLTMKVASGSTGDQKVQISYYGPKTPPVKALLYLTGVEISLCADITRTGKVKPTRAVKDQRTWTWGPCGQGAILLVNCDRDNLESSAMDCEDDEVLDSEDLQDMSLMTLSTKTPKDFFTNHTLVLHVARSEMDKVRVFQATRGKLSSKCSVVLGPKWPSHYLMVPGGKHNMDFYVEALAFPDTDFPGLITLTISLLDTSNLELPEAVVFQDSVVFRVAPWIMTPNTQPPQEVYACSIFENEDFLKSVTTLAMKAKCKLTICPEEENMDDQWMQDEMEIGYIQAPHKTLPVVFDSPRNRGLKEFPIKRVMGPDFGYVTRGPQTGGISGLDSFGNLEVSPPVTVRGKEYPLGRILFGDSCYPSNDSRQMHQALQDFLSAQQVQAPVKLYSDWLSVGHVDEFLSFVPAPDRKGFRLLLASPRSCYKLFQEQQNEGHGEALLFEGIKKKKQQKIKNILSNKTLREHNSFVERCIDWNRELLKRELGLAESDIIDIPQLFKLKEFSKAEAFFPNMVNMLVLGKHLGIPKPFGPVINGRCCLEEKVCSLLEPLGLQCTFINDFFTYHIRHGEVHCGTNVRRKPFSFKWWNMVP
# LYPLA1 counter = LYPLA1 (human) inhibition in PME1 counter-screen; inhibition, % at 5.9 µM; 0.16% of 320,000 active; recombinant LYPLA1, FP-Rh probe fluorescence polarization;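 active = inhibition above the mean of all tested compounds plus 3 SD, set per campaign, cut at about 14% in these data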;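 note: inhibitors block serine hydrolase probe labeling of LYPLA1 so polarization falls; 0% = enzyme with DMSO and 100% = wells lacking LYPLA1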
# PAFAH2 inh = inhibitors of human PAFAH2 | Q99487 | recombinant PAFAH2, FP-rhodamine activity probe, fluorescence polarization | inhibition, % at 3.39 µM | 0.99% of 340,000 active | AID 492956;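 active = inhibition above the mean over all tested compounds plus 3 SD, cut at about 30% in these data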;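 note: inhibitors block probe labeling of enzyme so polarization drops; 0% = enzyme with DMSO and 100% = wells lacking PAFAH2 protein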
# PAFAH1B3 FP inh = blocks human PAF acetylhydrolase 1B catalytic subunit 3 | recombinant PAFAH1B3, FP-rhodamine probe, fluorescence polarization | inhibition, % at 3.39 µM | 0.28% of 340,000 active | AID 492972;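 active = inhibition above the screen-wide average of all tested compounds plus 3 SD, cut at about 25% in these data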;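 note: 0% = enzyme with DMSO only and 100% = wells lacking PAFAH1B3 protein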
# Target sequence (Q15102 whole entry, looked up): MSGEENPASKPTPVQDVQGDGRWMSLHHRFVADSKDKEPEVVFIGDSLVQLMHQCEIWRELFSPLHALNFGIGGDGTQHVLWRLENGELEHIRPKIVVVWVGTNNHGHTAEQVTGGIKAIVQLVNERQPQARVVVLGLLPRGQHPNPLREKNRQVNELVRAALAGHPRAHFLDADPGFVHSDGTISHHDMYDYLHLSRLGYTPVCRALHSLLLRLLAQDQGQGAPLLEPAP
# PME-1 inh = blocks human protein phosphatase methylesterase 1. Q9Y570. recombinant PME-1, FP-Rh probe fluorescence polarization. inhibition, % at 5.9 µM. 0.53% of 320,000 active;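 active = inhibition above the campaign mean of all compounds plus 3 SD, cut at about 26% in these data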;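 note: competitive labeling of PME-1 active site by serine hydrolase directed probe; 0% = PME-1 with DMSO and 100% = wells lacking PME-1 enzyme; inhibitors block probe labeling so polarization falls and inhibition rises; many of its hits are not listed in these tables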
# Fam108B inh = blocks mouse Fam108B hydrolase in RBBP9 counter-screen; recombinant Fam108B, FP-Rh probe fluorescence polarization; inhibition, % at 9.51 µM; 0.33% of 300,000 active;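 active = inhibition above the screen mean inhibition plus 3 SD, computed separately per campaign, cut at about 18% in these data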;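 note: inhibitors lower polarization as less probe binds the enzyme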
# pPAFAH FP inh = inhibitors of human plasma PAF acetylhydrolase (pPAFAH); inhibition, % at 3.39 µM; 1.5% of 330,000 active; recombinant pPAFAH, FP-rhodamine probe fluorescence polarization; Q13093;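 active = inhibition above the mean inhibition across the screen plus 3 SD, cut at about 25% in these data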;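 note: inhibitors block binding of the rhodamine activity-based probe so polarization drops; 0% = enzyme with DMSO and 100% = wells lacking pPAFAH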
# PAFAH1B2 FP inh = PAFAH1B2 (human) inhibition. P68402. inhibition, % at 3.39 µM. recombinant PAFAH1B2, FP-rhodamine activity probe, fluorescence polarization. 1.2% of 340,000 active;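 active = inhibition above the mean of all tested compounds plus 3 SD, cut at about 24% in these data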;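 note: 0% = enzyme with DMSO and 100% = wells lacking PAFAH1B2; many of its hits are not listed in these tables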
# GSTO1 counter = GSTO1 inhibition, counter-screen for RBBP9 inhibitors; recombinant GSTO1, activity-based probe fluorescence polarization; inhibition, % at 5.96 µM; 1.1% of 300,000 active;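 active = inhibition above the campaign mean inhibition plus 3 SD, cut at about 35% in these data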;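 note: 0% = GSTO1-1 with DMSO and 100% = wells lacking GSTO1-1 enzyme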
# * marks the source's active call; other numbers are inactive results; . = no result given. Some of the compounds tested (hit frequency here may not be typical).
SMILES,PAD4 FP inh,LYPLA1 counter,PAFAH2 inh,PAFAH1B3 FP inh,PME-1 inh,Fam108B inh,pPAFAH FP inh,PAFAH1B2 FP inh,GSTO1 counter
COc1ccc(N2CC(C(=O)Nc3nnc(SCC(=O)N4CCCC4)s3)CC2=O)cc1 (stereo not drawn),2,0,-3,-2,9,5,-4,0,4
CCN(C(=O)COC(=O)CSc1ccc(F)cc1)c1c(N)n(Cc2ccccc2)c(=O)[nH]c1=O,-2,-4,4,11,-1,.,15,9,.
COc1ccc(-c2noc(N3CCC(C(=O)Nc4ccc(OC)cc4OC)CC3)n2)cc1,-3,2,-3,0,-3,-2,0,8,-1
O=C1C2C3C=CC(C3)C2C(=O)N1Nc1ccccc1 (stereo not drawn),-1,1,-13,2,1,-1,-3,2,2
CC(C)c1ccc(NC2CCCN(C(=O)c3ccnn3C)C2)cc1 (stereo not drawn),-1,-1,3,-5,7,-6,4,5,-1
O=C(CCOc1ccccc1F)N1CCN(c2ccccc2O)CC1,-6,-3,4,1,-5,-5,9,-1,-8
O=C(N[C@@H](Cc1ccccc1)C(=O)NCc1ccc(F)cc1)C1CCNCC1,-3,2,5,-5,4,3,5,3,2
O=c1c2ccccc2nc(N2CCN(c3ccccc3)CC2)n1Cc1ccccc1,-2,-3,-3,3,-8,-3,2,-5,0
Cc1cc(C)c(NC(=O)Cn2nnc(C(=O)NCc3ccco3)c2N)c(C)c1,-6,1,2,8,-6,-1,3,-1,5
CCCCN(N=Nc1nonc1OC)c1nonc1OC,-4,5,1,1,3,4,0,3,-3
O=C(Nc1cccc(F)c1)C1CCN(C(=O)Cc2ccccc2)CC1,-9,1,-1,3,2,3,6,5,1
OC(CNCCCCNCC(O)C(F)(F)F)C(F)(F)F (stereo not drawn),-1,1,2,14,0,0,3,6,16
COc1cc(O)cc(O)c1C(=O)/C=C/c1ccccc1,1,0,1,3,1,-4,3,5,-7
Cc1csc2c(SCC(=O)NNS(=O)(=O)c3cccc(C(F)(F)F)c3)ncnc12,-1,3,5,1,-1,2,2,9,8
CC(=O)NC(CCS(C)(=O)=O)C(=O)Nc1ccccc1C (stereo not drawn),0,-1,2,6,3,4,2,-2,14
Cc1cccc(NC(=O)N(Cc2nc3ccccc3c(=O)[nH]2)C2CCCC2)c1,-1,-1,-4,-9,-1,1,2,5,7
CC1CC/C(=C\c2ccc3c(c2)OCO3)C(=O)/C1=C/c1ccc2c(c1)OCO2 (stereo not drawn),10,-6,-5,3,-9,0,17,3,3
COc1ccccc1C(=O)NC(=O)COc1cc(Cl)ccc1Cl,2,-2,0,2,0,-1,-1,1,11
COc1ccc(NC(=O)CNC(=O)c2nn(-c3ccc(OC)cc3OC)c(=O)c3ccccc23)c(OC)c1,0,-3,-8,2,-6,-4,4,-2,-15
O=S(=O)(N/N=C/c1ccc2c(c1)OCCO2)c1ccc(Cl)cc1,3,-1,14,3,-3,3,2,14,-2
CCCCN(C(=O)CSc1nnc(-c2ccc(Cl)cc2)o1)c1c(N)n(CC(C)C)c(=O)[nH]c1=O,-3,-1,2,7,-3,.,-4,0,.
O=C(CSc1nc2cc(C(=O)O)ccc2c(=O)n1-c1ccc(F)cc1)Nc1ccc(F)c(F)c1F,-2,-2,-6,9,-7,3,0,3,0
O=C1C2CCCN2C(c2ccccc2F)N1c1ccc(Cl)cc1 (stereo not drawn),-1,-1,-1,-1,4,2,-4,3,-5
O=C(c1ccc(S(=O)(=O)N2CCC(c3nc4ccccc4s3)CC2)cc1)N1CCOCC1,-4,-2,0,0,1,-1,1,2,29
O=C(NCCCNCc1ccccc1)c1ccncc1,3,-3,-1,-1,-1,2,0,0,-7
O=C(N/N=C/c1ccc(F)cc1)c1c(O)c2ccccc2[nH]c1=O,-8,2,0,6,-7,1,5,6,1
O=C(O)CCC(=O)NNc1nc(-c2ccccc2)c2cc(Cl)ccc2n1,4,-4,3,-3,-1,-6,0,6,4
CCOc1ccc(N(C(=O)CNC(=O)c2cccs2)C(C(=O)NCC2CCCO2)c2ccc(OC)c(OC)c2)cc1 (stereo not drawn),-1,-1,-2,-3,-3,0,2,1,3
COC(=O)c1nc(NC(=O)c2ccccc2)n[nH]1,-2,1,-6,-3,-5,3,1,9,-2
O=C(NNc1ccccc1[N+](=O)[O-])Nc1ccc(F)cc1,0,-2,-1,1,5,-6,3,4,8
C[C@H](NC(=O)c1ccccc1)C(=O)OCC(=O)Nc1sccc1C(N)=O,-2,.,8,10,.,.,0,0,.
O=C(O)C1C(c2ccccc2)C(C(=O)Oc2ccccc2)C1c1ccccc1 (stereo not drawn),-1,-5,-2,-1,-10,-3,0,1,3
O=C(COc1cccc(NC(=O)c2ccco2)c1)c1ccc(F)cc1,-3,-2,2,2,-2,2,1,-11,-10
Cc1cc2cc(CNC(=O)c3ccc(S(=O)(=O)N(C)C)cc3)ccc2n1C,3,1,4,-1,-6,1,9,-1,4
C/C(=N\NC(=O)c1ccccc1F)c1cccc(NC(=O)c2ccc(C)cc2)c1,-3,-3,1,4,-3,0,3,-1,1
CCc1nnc(NC(=O)CSc2nnc3c(C)cc4c(C)ccc(C)c4n23)s1,0,-2,6,10,0,4,0,6,3
CCN(CC)C(=O)C1CCCN(C(=O)c2cc(COc3cccc(OC)c3)on2)C1 (stereo not drawn),-3,5,-3,-4,7,4,-5,-1,4
O=c1cc(C(O)C[N+](=O)[O-])occ1OCc1ccccc1 (stereo not drawn),-1,-3,.,.,-4,1,21,.,-1
CC(=O)Nc1ccc(C(=O)OCc2ccc(Cl)c(Cl)c2)cc1,-4,-9,61*,4,-13,-4,1,5,-8
COc1ccc(OC)c(S(=O)(=O)NC2CCN(Cc3ccccc3)CC2)c1,2,1,2,-1,5,-1,5,-3,-5
OC(CN1C2=NCCCN2c2ccccc21)c1ccc(Cl)cc1 (stereo not drawn),0,-8,0,1,-3,-4,-7,2,9
O=C(O)c1cc(S(=O)(=O)N2CCCCC2)sc1Cl,2,-5,-1,2,-1,6,-2,0,2
NC(=O)C1(N2CCCCC2)CCN(Cc2ccccc2Cl)CC1,1,4,4,1,-1,1,-4,6,-1
Cc1cccc(OCCN2C(=O)c3ccccc3C2=O)c1,1,-3,0,-2,-3,-2,7,2,-4
CC(=O)Nc1ccc(Oc2ncccn2)cc1,-1,4,2,4,-5,-1,4,-2,4
O=C(Nc1nnc(C2CC2)s1)c1cccc(S(=O)(=O)N2CCc3ccccc32)c1,-2,3,-4,0,-3,3,4,6,-18
C(=C\c1ccccn1)/c1ccccn1,-2,2,-2,5,3,3,-5,2,2
Cc1cc(C)nc(SCC(=O)Nc2ccc(S(=O)(=O)Nc3cc(C)on3)cc2)n1,1,0,3,0,1,4,5,10,1
Cc1ccc2c(c1)C(c1ccc(N3CCOCC3)cc1)=NNC(c1cccs1)=N2,-2,-1,-5,-7,15,7,6,-2,5
COc1ccccc1NC(=O)C(=O)NCC1COc2ccccc2O1 (stereo not drawn),1,1,4,-1,0,-8,2,4,-3
CN1CCN(C(=S)c2cn(Cc3ccccc3F)c3ccccc23)CC1,3,-1,5,13,11,1,2,2,6
C=C1CC[C@@H]2[C@](C)(CO)[C@H](O)CC[C@@]2(C)[C@@H]1/C=C/C1=CCOC1=O,6,0,-4,0,0,6,0,6,7
CNC(=O)N(c1ccccc1)c1ccccc1,1,-1,9,9,5,-2,-3,8,12
Cc1ccccc1C(=O)Nc1c2c(nn1C(C)(C)C)CS(=O)(=O)C2,-4,4,-6,4,-1,-6,-3,-2,-2
Cc1cc(C)c2sc(NC(=O)C3=COCCO3)nc2c1,3,-6,2,1,-2,-1,-6,4,4
COc1cc(NS(=O)(=O)c2ccc(NC(=O)c3ccc(S(=O)(=O)N4CCCCC4)cc3)cc2)ncn1,2,-3,-10,3,-4,3,0,-1,2
O=C1NC(=Nc2ccccc2Cl)S/C1=C\c1cccc([N+](=O)[O-])c1,2,4,28,9,5,2,13,4,-8
Cc1ccc(CC(NC(=O)C2CCCCC2)C(=O)O)cc1 (stereo not drawn),-1,.,1,3,.,.,4,13,.
CCOC(=O)c1ccc(NC(=O)CCSCCc2ccccn2)cc1,1,0,-2,1,0,-4,1,-1,-1
Cc1nn(-c2ccccc2)c(C)c1/C=N/NC(=O)c1cc(-c2cccc3ccccc23)n[nH]1,-2,-31,-54,-61,-72,-43,-16,-24,-24
# Next results follow.
SMILES,PAD4 FP inh,LYPLA1 counter,PAFAH2 inh,PAFAH1B3 FP inh,PME-1 inh,Fam108B inh,pPAFAH FP inh,PAFAH1B2 FP inh,GSTO1 counter
CC(C)NC(=O)NC(=O)COC(=O)CCOc1ccccc1,5,0,1,5,-2,-3,3,2,-2
Cc1cc(F)ccc1S(=O)(=O)N1CCCOC1CNC(=O)C(=O)NCCN1CCOCC1 (stereo not drawn),-1,0,-1,5,-1,1,-3,5,1
NC(=O)COC(=O)CSc1cccc2cccc(Cl)c12,-1,3,0,11,-1,-3,7,-3,-7
COC(=O)[C@@]12CCCCN1[C@H](c1ccc(-c3ccc(OC)cc3)cc1)[C@H]1C(=O)N(C)C(=O)[C@H]12,1,-1,1,0,-6,-1,3,3,-4
O=C(Nc1nc(-c2ccccc2)cs1)C1CCCN(S(=O)(=O)c2cccc([N+](=O)[O-])c2)C1 (stereo not drawn),-6,-19,-14,5,-14,-8,7,-2,0
COc1cccc(CN2CCC(n3nccc3NC(=O)CCCc3ccccc3)CC2)c1O,-6,-1,1,10,-2,-2,12,3,-2
CCOC(=O)Nc1ccc(S(=O)(=O)N2CCC(C)CC2)cc1,-1,-3,0,3,-2,-2,-6,12,1
Cc1ccsc1C1C2=C(CCCC2=O)Nc2ncnn21 (stereo not drawn),-1,0,-6,3,-5,-2,-7,3,1
CCC(=O)Nc1ccc2nc(C3CC3)n(Cc3ccc(C(C)(C)C)cc3)c(=O)c2c1,2,1,-7,-4,-9,2,-5,1,-5
Cc1ccc(OCC(=O)Nc2ccccc2F)cc1C,-8,-1,-5,7,-4,0,-3,1,4
CN1C(C(=O)NCc2cccc(C(F)(F)F)c2)CC2Cn3c(nc4cc(Cl)c(Cl)cc43)C21 (stereo not drawn),-2,-1,-5,-1,4,3,3,1,2
CCCOc1ccc(C2c3c(oc4ccccc4c3=O)C(=O)N2CCCN2CCOCC2)cc1 (stereo not drawn),-3,1,-11,0,0,0,2,3,-4
CN(C)S(=O)(=O)n1cc(/C=C(\NC(=O)c2ccccc2)C(=O)N2CCCC2)c2ccccc21,-3,1,10,5,7,-3,8,2,3
COCCn1c(SCC(=O)Nc2cc(C)on2)nc2c(c1=O)SC(C)C2 (stereo not drawn),-1,4,9,4,1,6,4,5,0
Cc1ccc(N/C=C/C(=O)c2ccccc2)cc1Br,-4,1,2,7,1,3,2,-3,8
CCOC(=O)c1ccc(NS(=O)(=O)c2c(C)nc3sccn3c2=O)cc1,-2,1,-1,1,-8,0,4,1,0

# Source: PubChem (The Scripps Research Institute Molecular Screening Center)
